Bioassay records deposited in PubChem BioAssay by several laboratories.
Rin1-Abl PPI inh – inhibitors of human Rin1-Abl protein interaction; P00519+Q13671; TR-FRET Rin1/Abl binding, biochemical; inhibition, % at 7.35 µM; hit rate 0.4% among 360,000; AID 588664; in the data active = inhibition above about 5%, passing the limit was not always enough
SKN-1 inh – blocks SKN-1 activity in C. elegans; C. elegans VP596 Pgst-4::GFP/RFP ratio, acrylamide-induced, 24 h; inhibition, % at 21.8 µM; hit rate 0.49% among 360,000; AID 624304;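 active = interference check ratio from 0.5 to 1.5 plus GFP to RFP signal ratio inhibition reaching or exceeding a fixed threshold, cut at about 30% in these data, passing the limit was not always enough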; also: some compounds called inactive have numbers as strong as hits
eLon inh – inhibitors of E. coli Lon protease; P0A9M0; purified E. coli Lon protease, fluorescence polarization; inhibition, % at 7.94 µM; hit rate 0.42% among 360,000; AID 602123; in the data active = inhibition above about 13%, passing the limit was not always enough;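 also: 0% = enzyme with probe and DMSO and 100% = no enzyme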
MLLE-PAM2 inh – blocks PAM2 peptide binding to the PABP1 MLLE domain. P11940. GST-MLLE / FITC-PAM2 fluorescence polarization. inhibition, % at 20 µM. hit rate 0.36% among 360,000; in the data active = inhibition above about 35%, passing the limit was not always enough;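 also: plate controls were DMSO wells with GST-MLLE for no effect and wells lacking GST-MLLE protein for full effect; some results filed as inactive read as strong as hits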
Neddyl block – inhibitors of human cullin neddylation; TR-FRET cullin neddylation, biochemical; P61081+Q13564; hit rate 0.58% among 360,000; calls only at 25 µM; AID 651699; in the data active = inhibition above about 36%
bovine MsrA act – activates bovine MsrA enzyme | hit rate 0.3% among 360,000 | purified bovine MsrA, absorbance read-out | activation, % at 10.6 µM; in the data active = activation above about 7.5%;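 also: 0% = vehicle and 100% = reference activator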
MT1-MMP act inh – MT1-MMP (human) activation inhibition; hit rate 0.061% among 360,000; HT1080 RFP-PRO-GFP cells, GFP/RFP ratio fluorescence, overnight; percent of plate control window, DMSO zero; AID 651647; GFP/RFP ratio change, % at 20 µM;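 active = GFP/RFP ratio change of at least 30% with cell ATP level not reduced by more than half and red fluorescence within 50% of control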; also: strong numbers were not always called active
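Material – HT1080 RFP-PRO-GFP cells · Control set – DMSO wells and RFP-L50D-GFP cells · Incubation – overnight cell settling, then overnight compound exposure, 37 °C, 5% CO2 · Compound dosing – single-point 20 µM compound, 1% DMSO · Read-out – GFP/RFP fluorescence ratio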
NRP1-CendR mod – modulators of CendR peptide binding to human neuropilin-1; hit rate 0.85% among 360,000; inhibition, % at 25 µM; FAM-RPARPAR peptide binding to NRP-1, fluorescence polarization; O14786;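 active = inhibition or corrected inhibition above about 18%, plus a signal ratio from 0.5 to 1.5, limit read from the data, passing the limit was not always enough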; also: strong numbers were not always called active
Target sequence (O14786 whole entry, looked up): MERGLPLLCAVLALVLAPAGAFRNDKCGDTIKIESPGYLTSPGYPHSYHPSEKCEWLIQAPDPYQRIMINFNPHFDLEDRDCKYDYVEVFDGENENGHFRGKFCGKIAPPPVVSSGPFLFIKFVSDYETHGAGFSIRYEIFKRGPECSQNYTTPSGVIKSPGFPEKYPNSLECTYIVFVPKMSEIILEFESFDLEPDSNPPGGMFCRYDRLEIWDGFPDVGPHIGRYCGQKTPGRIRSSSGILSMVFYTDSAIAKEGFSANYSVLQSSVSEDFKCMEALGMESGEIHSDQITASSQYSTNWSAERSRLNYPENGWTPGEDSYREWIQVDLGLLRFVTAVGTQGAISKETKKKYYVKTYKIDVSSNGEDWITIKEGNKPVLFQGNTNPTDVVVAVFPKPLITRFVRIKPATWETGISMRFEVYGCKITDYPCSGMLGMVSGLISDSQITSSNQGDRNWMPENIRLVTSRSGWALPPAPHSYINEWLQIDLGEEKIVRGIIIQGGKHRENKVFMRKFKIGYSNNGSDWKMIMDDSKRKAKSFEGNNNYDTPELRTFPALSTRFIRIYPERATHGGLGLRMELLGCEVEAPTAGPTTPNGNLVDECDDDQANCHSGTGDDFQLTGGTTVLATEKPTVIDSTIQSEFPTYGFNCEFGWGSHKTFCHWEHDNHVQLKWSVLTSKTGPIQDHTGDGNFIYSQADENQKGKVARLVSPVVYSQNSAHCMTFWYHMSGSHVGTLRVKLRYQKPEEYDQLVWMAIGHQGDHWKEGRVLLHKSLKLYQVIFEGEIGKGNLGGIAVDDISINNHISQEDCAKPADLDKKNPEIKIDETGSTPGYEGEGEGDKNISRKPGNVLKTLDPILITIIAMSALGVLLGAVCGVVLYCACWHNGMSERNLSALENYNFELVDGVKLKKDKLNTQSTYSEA
FAS TE block – inhibitors of human fatty acid synthase thioesterase domain; P49327; recombinant FAS-TE, OMFH fluorogenic substrate, fluorescence endpoint; inhibition, % at 15 µM; hit rate 0.67% among 360,000;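 active = compounds whose normalised, plate-corrected inhibition of enzyme fluorescence in the single-dose primary screen is 50% or more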;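 also: 0% = DMSO with enzyme and 100% = substrate without enzyme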
* marks the source's active call; other numbers are inactive results; i = inactive; / = not tested or not shown.

SMILES	Rin1-Abl PPI inh	SKN-1 inh	eLon inh	MLLE-PAM2 inh	Neddyl block	bovine MsrA act	MT1-MMP act inh	NRP1-CendR mod	FAS TE block
Clc1cccc(Cl)c1CON/C=N/c1ncnc2sccc12	2	-9	2	0	i	-5	-13	0	15
c1ccc(Cn2cc(CN3CCCO3)c(-c3ccc4c(c3)OCO4)n2)cc1	-3	-6	-1	-6	i	0	2	-9	1
COc1ccc(C(C(=O)NC2CCCCC2)N(C(=O)c2sc(C)nc2C)c2ccc(OC)cc2)cc1 (centres undefined)	-1	11	-11	3	i	-3	7	-22	9
CC(=O)c1sc2nc(CSc3nncn3C)[nH]c(=O)c2c1C	-8	-15	-22	-30	i	-7	-7	-16	-5
Cn1nc(C(=O)NNC(=O)C(CCC(N)=O)NS(=O)(=O)c2ccc(Cl)cc2)c2ccccc2c1=O (centres undefined)	0	16	1	8	i	-2	-2	4	-1
Cc1ccc(S(=O)(=O)N(CC(=O)N2CCOCC2)c2ccccc2F)cc1	-3	-4	2	4	i	-1	-1	10	0
O=C(CN1CCN(Cc2ccccc2)CC1)N/N=C\C=C/c1ccco1	-3	-9	-2	-9	i	-14	2	4	-7
COc1ccc(O)c(/C=N/NC(=O)CCC(=O)Nc2ccc(F)cc2)c1	-3	3	-3	-5	i	7.9*	9	1	4
O=C(Nc1ccc([N+](=O)[O-])cn1)c1cc(-c2cccc(Cl)c2)nc2ccccc12	-1	1	0	10	i	-2	5	-7	43
CCOC(=O)N1CCN(CC(=O)Nc2ccc(C)c(Br)c2)CC1	-1	6	2	6	i	-3	-6	2	-5
CC(C)(C)c1nnc(SCC(=O)Nc2ccc(N3CCCCC3)cc2)n1N	2	13	-8	4	i	-11	2	-7	-5
C=CCn1c(SCC(=O)NCC2CCCO2)nnc1C1CCCCC1 (centres undefined)	1	8	9	-18	i	-2	-1	1	-8
O=C(CC1C(=O)NCCN1C(=O)Nc1ccc(F)cc1F)Nc1cc(Cl)ccc1Cl (centres undefined)	2	18	12	0	i	-4	2	-5	-1
CCCCSc1nc2sc3c(c2c(=O)n1-c1ccc(OC)cc1)CCN(C)C3	1	22	-18	-42	i	-3	-1	-26	-13
CCOc1ccc(/C=C/C(=O)N(C)CC(=O)Nc2cccc(F)c2)cc1OCC	-3	9	-5	8	i	-1	2	14	-12
O=C(NS(=O)(=O)c1ccccc1)c1ccccc1	6	12	7	-2	i	3	-3	-3	-7
CCOc1ccc2nc(NC(=O)CN3C(=O)C4CCCCC4C3=O)sc2c1 (centres undefined)	3	-5	-11	-3	i	0	1	-2	0
Cc1nc2ccccn2c1C(=O)/C=C/c1ccc(F)cc1	0	-10	-7	1	i	-6	-9	-11	-3
O=C(Nc1cccc(C(=O)O)c1)/C(=C\C=C\c1ccccc1)NC(=O)c1ccccc1	-3	5	5	-11	i	-5	8	-7	-3
CC(/C=C1\SC(=O)N(CC(=O)Nc2cccc(O)c2)C1=O)=C\c1ccccc1	3	-4	-9	0	i	-3	1	11	20
C=CC(=C)CC(NC)c1ccccc1 (centres undefined)	0	-7	0	2	i	-2	2	-1	-4
CC(=O)c1cccc(NC(=O)Nc2ccc3c(c2)N(C)C(=O)CS3)c1	-2	0	-8	-14	i	-3	-12	-12	9
CC(C)c1ccc(-c2nn[nH]n2)cc1	1	-14	-3	-4	i	-4	-3	-4	-9
Cc1ccccc1CCN(CC(=O)NC1CCCCC1)C(=O)c1csnn1	4	6	0	26	i	-1	-2	-9	-1
C=C(C)CSc1nc2ncc(Cl)cc2[nH]1	-4	-1	-8	-53	i	-10	0	13	-6
CCOC(=O)c1ccc(NC(=O)N2CCN(S(C)(=O)=O)CC2)cc1	-2	-1	-5	-2	i	-13	1	7	-12
CC(C)Sc1ncnc2[nH]ncc12	-3	-14	1	-9	i	-10	-6	4	-8
O=C(COC(=O)c1cc([N+](=O)[O-])ccc1NCc1ccccc1Cl)NCC(F)(F)F	-1	8	0	13	i	-3	5	-3	2
Cc1cccc(C)c1NC(=O)C(C)Sc1nnc(C)n1CC1CCCO1 (centres undefined)	1	9	8	-5	i	1	-1	-4	-13
O=C(O)c1nn(-c2ccccc2C(F)(F)F)cc1O	0	-3	-7	9	i	-4	1	2	-4
COc1ccc(C(=O)NCc2ccccc2)cc1S(=O)(=O)N1CCCc2ccccc21	-1	-3	11	5	i	-2	-8	5	13
CC(SCc1ccccc1)C(=O)N/N=C/c1cccs1 (centres undefined)	2	-5	0	11	i	-9	1	-9	-6
O=C(NCC(c1ccco1)N1CCc2ccccc2C1)c1cccc([N+](=O)[O-])c1 (centres undefined)	1	-7	0	3	i	-2	-3	1	38
COc1ccccc1C(C)NS(=O)(=O)c1ccc(Cl)nc1 (centres undefined)	-1	-23	-14	-4	i	-4	-4	2	-6
Cc1cccc(NC(=O)C2CC(=O)N(c3ccccc3)C2)c1C (centres undefined)	-2	-31	-12	16	i	-12	1	4	-2
O=C(NCc1cccnc1)c1cc(C2CCCCN2C(=O)OCc2ccccc2)on1 (centres undefined)	-2	5	-12	-8	i	0	2	-11	-4
COCCNC(=O)c1ccc(CS(=O)(=O)c2c(Cl)cccc2Cl)o1	-3	-7	-6	5	i	-5	3	-4	-7
Nc1ccc(-c2nc3ccc([N+](=O)[O-])cc3[nH]2)cc1	-2	-7	-8	5	i	-10	-2	-6	15
Cc1nn(CC(C)C)c(Cl)c1C(=O)NCC(C)(C)N1CCOCC1	-1	20	4	2	i	-1	6	-3	-8
N#CC(C#SN)=C1CCCCC1	-3	-10	-6	30	i	0	-6	2	-8

Compound profiles (already shown). Order of values: Rin1-Abl PPI inh, SKN-1 inh, eLon inh, MLLE-PAM2 inh, Neddyl block, bovine MsrA act, MT1-MMP act inh, NRP1-CendR mod, FAS TE block
`O=C(Nc1ccc([N+](=O)[O-])cn1)c1cc(-c2cccc(Cl)c2)nc2ccccc12` is entered as -1, 1, 0, 10, i, -2, 5, -7, 43
`Cc1ccccc1CCN(CC(=O)NC1CCCCC1)C(=O)c1csnn1` is entered as 4, 6, 0, 26, i, -1, -2, -9, -1
`COc1ccc(C(C(=O)NC2CCCCC2)N(C(=O)c2sc(C)nc2C)c2ccc(OC)cc2)cc1` (centres undefined) is entered as -1, 11, -11, 3, i, -3, 7, -22, 9
`COCCNC(=O)c1ccc(CS(=O)(=O)c2c(Cl)cccc2Cl)o1` is entered as -3, -7, -6, 5, i, -5, 3, -4, -7

Continued.
SMILES	Rin1-Abl PPI inh	SKN-1 inh	eLon inh	MLLE-PAM2 inh	Neddyl block	bovine MsrA act	MT1-MMP act inh	NRP1-CendR mod	FAS TE block
Cc1nn(CCCC(=O)NCc2ccc(Cl)cc2)c(C)c1[N+](=O)[O-]	0	11	0	-1	i	-6	1	9	28
CC(C)Cc1n[nH]c(=O)c2c1nnn2Cc1ccccc1F	1	8	-3	1	i	-1	2	-3	-2
CCc1nc2c(OCc3ccc(S(C)(=O)=O)cc3)cccn2c1N(C)C(=O)c1ccccc1F	2	2	7	-6	i	2	-3	-4	43
S=C(Nc1ccccc1)Nc1ccc(Cl)cc1Cl	0	-25	-7	17	i	-11	5	0	-9
Cn1c(N)c(C(=O)COC(=O)/C=C/c2ccc(OC(F)F)cc2)c(=O)n(C)c1=O	0	0	-8	-4	i	-1	-2	-1	-1
COC(=O)CC1(c2cccc3ccccc23)C(=O)c2ccccc2C1=O	1	-4	-1	-2	i	-7	3	7	15
COCc1c(C(=O)OCC(=O)NCCN2C(=O)CSC2=O)oc2ccccc12	-2	4	-15	-15	i	-7	1	2	-7
Cc1ccnc(NS(=O)(=O)c2ccc(NC(=O)CSc3nc(-c4ccccc4)cc(=O)[nH]3)cc2)n1	1	7	-2	-5	i	3	-2	-31	-4
COCCCNC(=O)c1ccccc1-c1cc(C)no1	-2	4	3	13	i	-4	0	10	-6
COc1ccc(OC)c(C(=O)c2ccccn2)c1	-5	8	-2	5	i	0	-1	-4	-2
COc1ccccc1N(Cc1ccccc1)S(=O)(=O)c1cccc(C(=O)NCC2CCCO2)c1 (centres undefined)	1	2	1	-7	i	-3	-2	3	9
Cc1ccc(NC(=O)O/N=C/c2ccc(N(C)C)cc2)cc1	-3	-6	-4	3	i	-5	0	3	16
Brc1ccc(-c2nc(-c3ccncc3)no2)o1	1	49*	-1	18	i	-14	/	3	-6
CN=Cc1cc(-c2ccccc2)sc1O	-6	7	-10	31	i	-1	-4	-21	-2
Cc1ccc(NC(=O)N2CCCC2C(=O)Nc2ccc3c(c2)OCO3)cc1 (centres undefined)	2	-14	-6	-9	i	-2	3	9	-3
CCCS(=O)(=O)N1CCc2ccc(NC(=O)c3ccccc3Cl)cc2C1	-1	26	1	9	i	-1	-2	-2	3
C/C(=N/OC(=O)c1ccccc1Br)c1ccc(C)cc1	0	30	1	-2	i	-1	-2	18	30
CC(C)[C@H](NS(=O)(=O)c1cccc(C(F)(F)F)c1)C(=O)OCC(=O)NC(=O)NCc1ccco1	1	4	-5	4	i	-1	1	-1	9
CCOC(=O)c1cc2cc(OC)ccc2[nH]1	0	12	2	1	/	-4	2	6	1
CCc1c(C)[nH]c2ccc(OC)cc2c1=S	-2	5	-1	22	i	-1	2	-9	0
CCSc1n[nH]c(=S)s1	-1	7	4	-12	i	8.5*	1	-1	-7
Clc1cccc(CN2CCN(c3ncccn3)CC2)c1Cl	2	17	-3	12	i	-3	0	-1	12
Cc1cc(C(=O)Nc2sc3c(c2C#N)CCCCC3)cs1	-1	11	-6	9	i	-2	-3	-17	11
COc1ccc(-c2cn(-c3ccc(C)cc3)c(=O)n2CC(=O)Nc2ccc(OC)cc2OC)cc1	0	38*	-8	-38	i	0	0	-16	9
O=C1NC(CCc2ccccc2)C(=O)N1Cc1ccc(Br)cc1 (centres undefined)	4	6	10	0	i	-11	2	-3	0
CCOC(=O)COc1ccc(S(=O)(=O)NCC2CCCO2)cc1 (centres undefined)	4	5	3	-5	i	-1	-4	9	-6
COc1cc(Cn2c(-c3nonc3N)nc3ccccc32)ccc1C	3	-26	-7	5	i	-11	-9	-5	10
Cc1cc(C(=O)N2CCN(C(=O)C3CCCO3)CC2)no1 (centres undefined)	-1	-3	-2	11	i	-2	9	2	-8
O=C(C[n+]1cc(-c2ccc(Cl)c(Cl)c2)n2c1CCC2)N1c2ccccc2Sc2ccccc21	1	-8	-6	-10	i	-1	-12	0	49
CCOc1ccccc1Nc1nc(N2CCCC2)nc(N2CCOCC2)n1	1	-3	-5	-10	i	-3	1	-8	24
COc1ccc(OCC(=O)N(Cc2ccco2)C2CCS(=O)(=O)C2)cc1 (centres undefined)	-1	8	7	17	i	-4	0	10	-2
CC[C@]12c3[nH]c4cc(CCC(=O)N(C)C)ccc4c3CCN1C(=O)[C@@H](CC(=O)NCCCN(C)C)C[C@@H]2C(=O)N1CCN(C(=O)c2ccco2)CC1	-1	-6	-2	-13	i	-6	7	4	-6
O=C(CCCn1cncn1)N1CCCC(N2CCN(c3ccccc3F)CC2)C1 (centres undefined)	-2	13	1	-11	i	-2	-4	13	-4
NC(=O)CSc1nnc(-c2cc(-c3ccc(Cl)cc3)nc3ccccc23)o1	-2	3	-8	-12	i	-2	7	-6	-6
C=CCOc1ccc(C[C@H](N)C(=O)NC[C@H]2O[C@@H](n3cnc4c(N)ncnc43)[C@H](O)[C@@H]2O)cc1	-5	-6	-3	-11	i	2	1	-7	-6
Cc1cc(C)cc(-n2c(N)c(C(=O)Nc3c(C)n(C)n(-c4ccccc4)c3=O)c3nc4ccccc4nc32)c1	3	17	1	10	i	-4	-19	5	6
CC1=C(C(=O)N(C(C)C)C(C)C)CC(CC(=O)NCc2cccc3ccccc23)C(=O)N1Cc1ccccc1 (centres undefined)	6	27	5	-3	i	-2	-2	10	5
COc1cccc(C(=O)Nc2ccc(NC(C)=O)cc2)c1	-4	-1	-7	-30	i	-5	3	-7	-8
